# Assay outcomes as filed in PubChem.
# KKLEB tox = counter-screen for CF NF-kB inhibitors: cytotoxicity. KKLEB CF airway cells viability, ATPlite luminescence, overnight; hits give low values; cells stimulated with P. aeruginosa culture filtrate. activity change (cytotoxicity), % at 5 µM. 360,000 tested, 0.36% active;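 active = corrected activity change at or below -50% at 5 µM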
# CF NFkB inh = inhibitors of cystic fibrosis induced NF-kB | 360,000 tested, 0.86% active | AID 588850 | inhibition, % at 5 µM | KKLEB NF-kB-GFP reporter, PAF-induced, GFP fluorescence overnight;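 active = at least 50% inhibition at 5 µM, scaled per plate between neutral and stimulator controls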;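 also: PAF is a Pseudomonas aeruginosa culture filtrate used as stimulus; plate controls were PAF-stimulated DMSO wells for no effect and unstimulated DMSO wells for full effect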
# NR2F2 inh = blocks human COUP-TFII nuclear receptor. inhibition, % at 8.6 µM. 370,000 tested, 0.7% active. HEK293T NGFI-A luciferase reporter, luminescence. P24468;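 active = inhibition above a per-plate cutoff, mean inhibition of test wells between control levels plus 3 SD, cut at about 38% in these data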;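 also: cells cotransfected with COUP-TFII expression vector driving the NGFI-A reporter; 0% = median of COUP-TF2 test wells and 100% = reporter-only cells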
# Shn3 inh set2 = Schnurri-3 reporter inhibition in Clone20 osteoblasts. Clone20 osteoblast Shn3 3'UTR firefly luciferase, 24 h. inhibition, % at 12.5 µM. 360,000 tested, 0.52% active;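 active = mean inhibition of at least 75% with every replicate also reaching 75%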;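 also: 0% = median of neutral control wells and 100% = pilot-screen positive control compound; some compounds past the cut are filed as inactive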
# EBV LMP1 NFkB = reduces LMP1-driven NF-kappaB luciferase signal; LMP1-induced NF-kappaB luciferase reporter cells, luminescence; inhibition, % at 12.5 µM; 350,000 tested, 0.69% active; in the data active = inhibition above about 41%;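 also: 0% = neutral control wells and 100% = reference inhibitor control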
# TROY signal inh = inhibitors of TROY-dependent NF-kB signaling | Q293 LMP1-TROYcd NF-kB luciferase reporter, 4 h | inhibition, % at 10 µM | 360,000 tested, 0.98% active | AID 1347056;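 active = compounds whose plate-normalised and pattern-corrected inhibition of the luciferase reporter signal at the single screening dose is 50% or more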
# NCOA3 inh = human NCOA3 inhibition. Q9Y6Q9. HEK293 GAL4-SRC3 luciferase reporter, luminescence. inhibition, % at 3.6 µM. 360,000 tested, 0.17% active;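 active = inhibition above a per-campaign cutoff, the mean of all compounds plus 3 SD, cut at about 60% in these data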;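 also: 0% = DMSO-treated cells and 100% = gossypol-treated cells at 36 µM; higher means less SRC3-driven luciferase light from the GAL4 reporter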
# Target sequence (Q9Y6Q9 whole entry, looked up, the tested form may be a part): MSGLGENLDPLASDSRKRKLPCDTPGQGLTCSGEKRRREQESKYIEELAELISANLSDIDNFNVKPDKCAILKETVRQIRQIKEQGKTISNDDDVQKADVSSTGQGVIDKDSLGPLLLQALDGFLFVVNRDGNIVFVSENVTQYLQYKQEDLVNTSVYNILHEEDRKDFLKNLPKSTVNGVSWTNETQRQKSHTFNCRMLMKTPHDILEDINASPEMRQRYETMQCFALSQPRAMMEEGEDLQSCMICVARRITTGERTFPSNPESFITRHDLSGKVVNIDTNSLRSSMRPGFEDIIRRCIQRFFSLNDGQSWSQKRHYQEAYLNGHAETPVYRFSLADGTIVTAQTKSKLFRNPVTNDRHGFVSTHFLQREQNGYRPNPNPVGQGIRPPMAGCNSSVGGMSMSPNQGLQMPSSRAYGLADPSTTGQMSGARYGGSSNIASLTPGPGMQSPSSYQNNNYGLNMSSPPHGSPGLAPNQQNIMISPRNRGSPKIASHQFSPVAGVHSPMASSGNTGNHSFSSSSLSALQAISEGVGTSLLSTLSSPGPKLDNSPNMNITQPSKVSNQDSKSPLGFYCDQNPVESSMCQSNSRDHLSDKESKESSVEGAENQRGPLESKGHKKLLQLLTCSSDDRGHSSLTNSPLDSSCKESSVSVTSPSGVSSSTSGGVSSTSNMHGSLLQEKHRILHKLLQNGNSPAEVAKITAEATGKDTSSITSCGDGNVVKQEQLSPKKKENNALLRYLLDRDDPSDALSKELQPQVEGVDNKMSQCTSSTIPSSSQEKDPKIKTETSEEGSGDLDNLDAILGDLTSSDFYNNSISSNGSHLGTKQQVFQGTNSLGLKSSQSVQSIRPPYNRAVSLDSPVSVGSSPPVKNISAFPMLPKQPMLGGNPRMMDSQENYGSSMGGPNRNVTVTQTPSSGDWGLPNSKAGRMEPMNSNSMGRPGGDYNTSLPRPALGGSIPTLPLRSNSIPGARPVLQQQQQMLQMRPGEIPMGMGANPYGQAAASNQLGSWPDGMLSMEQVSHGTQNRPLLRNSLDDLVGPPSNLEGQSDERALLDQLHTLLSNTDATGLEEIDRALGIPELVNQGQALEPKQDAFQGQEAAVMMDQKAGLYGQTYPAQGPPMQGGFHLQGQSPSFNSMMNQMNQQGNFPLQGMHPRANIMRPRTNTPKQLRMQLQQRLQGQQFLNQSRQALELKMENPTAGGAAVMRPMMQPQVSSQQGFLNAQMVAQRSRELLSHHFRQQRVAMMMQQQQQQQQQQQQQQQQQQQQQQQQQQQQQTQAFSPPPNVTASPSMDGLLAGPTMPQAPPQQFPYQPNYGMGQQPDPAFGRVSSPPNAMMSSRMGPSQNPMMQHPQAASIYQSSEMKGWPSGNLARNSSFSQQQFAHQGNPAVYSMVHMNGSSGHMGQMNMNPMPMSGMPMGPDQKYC
# TWEAK-Fn14 inh = blocks TWEAK-Fn14 interaction in a reporter cell assay; TWEAK-stimulated Fn14 reporter cells, luciferase luminescence, 8 h; inhibition, % at 10 µM; 360,000 tested, 2% active; in the data active = inhibition above about 50%
# NCOA1 inh = inhibitors of human steroid receptor coactivator 1 (SRC1); Q15788; HEK293 GAL4-SRC1 luciferase reporter, luminescence; inhibition, % at 3.6 µM; 360,000 tested, 0.12% active;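 active = inhibition above the campaign mean plus 3 SD, with each screening campaign given its own cutoff, cut at about 60% in these data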;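 also: 0% = DMSO treated cells and 100% = gossypol at 36 µM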
# TRAIL sens C8 = sensitizes caspase-8 expressing cells to TRAIL; NB7+C8 cells + TRAIL, ATPlite viability luminescence; inhibition (viability loss, TRAIL sensitization), % at 10 µM; 360,000 tested, 1% active;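 active = compounds causing at least 50% loss of cell viability in the single-dose screen, relative to plate controls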
# LRH-1 inv ag = NR5A2 inverse agonism in reporter assay. AID 602396. inhibition, % at 3.6 µM. 360,000 tested, 0.13% active. O00482. HEK293T StAR-luciferase reporter, LRH-1 transfected, 24 h;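 active = inhibition above the mean inhibition of all tested compounds plus 3 SD, cut at about 73% in these data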;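 also: 0% = DMSO wells and 100% = reporter-only cells lacking LRH-1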
# Active calls of the source: *; . = no result given. An excerpt; count on the stated rates, not on these rows.
SMILES,KKLEB tox,CF NFkB inh,NR2F2 inh,Shn3 inh set2,EBV LMP1 NFkB,TROY signal inh,NCOA3 inh,TWEAK-Fn14 inh,NCOA1 inh,TRAIL sens C8,LRH-1 inv ag
CCCNC(=O)C(Cc1ccccc1F)NC(=O)c1ccc(C#N)cc1 (stereo unspecified),-7,3,6,0,-3,-9,-3,4,6,0,-15
COc1ccc(C(=O)Nn2c(C3CCC3)nc3ccccc3c2=O)c(OC)c1,11,5,6,5,0,3,26,-6,0,-3,4
Cc1cccc(C(=O)OC(C)CN2CCN(C)CC2)c1 (stereo unspecified),-7,10,-35,-80,-14,58*,-36,31,-54,-3,-36
CCCCOC(=O)c1nnc(-c2ccccc2)o1,5,2,-7,-14,1,-17,1,16,-3,-14,-21
Cc1cccc2c1NC1(CCCC1)CC2C (stereo unspecified),6,-17,5,3,.,-7,18,9,12,-4,11
CCNC(=O)/C(C#N)=C/c1c(N2CCN(c3ccccc3)CC2)nc2ccccn2c1=O,-5,2,-13,-11,-13,-18,-33,-4,-32,5,-28
COCC(C)NC(=O)c1cc(-c2ccccc2OC)on1 (stereo unspecified),0,1,-18,-13,-8,-66,-20,-2,-20,3,-48
O=C(O)CC(CC(=O)Nc1nncs1)c1ccccc1 (stereo unspecified),8,7,1,.,-3,13,11,10,-1,14,6
O=C(O)C1CC=CCC1C(=O)Nc1cccc(F)c1 (stereo unspecified),0,-7,2,4,1,9,7,25,-6,-6,12
Cc1ccc2[nH]c(=O)c(CN(CCCO)S(=O)(=O)c3c(C)ccc4nsnc34)cc2c1,-2,-1,-5,6,9,-4,2,2,-34,-19,1

# Whole records from above. Order of values: KKLEB tox, CF NFkB inh, NR2F2 inh, Shn3 inh set2, EBV LMP1 NFkB, TROY signal inh, NCOA3 inh, TWEAK-Fn14 inh, NCOA1 inh, TRAIL sens C8, LRH-1 inv ag
# O=C(O)CC(CC(=O)Nc1nncs1)c1ccccc1 (stereo unspecified) reads 8, 7, 1, ., -3, 13, 11, 10, -1, 14, 6
# COCC(C)NC(=O)c1cc(-c2ccccc2OC)on1 (stereo unspecified) reads 0, 1, -18, -13, -8, -66, -20, -2, -20, 3, -48
# Cc1cccc(C(=O)OC(C)CN2CCN(C)CC2)c1 (stereo unspecified) reads -7, 10, -35, -80, -14, 58*, -36, 31, -54, -3, -36

# (continued)
SMILES,KKLEB tox,CF NFkB inh,NR2F2 inh,Shn3 inh set2,EBV LMP1 NFkB,TROY signal inh,NCOA3 inh,TWEAK-Fn14 inh,NCOA1 inh,TRAIL sens C8,LRH-1 inv ag
Nc1c(NCCC2=CCCCC2)c(=O)[nH]c(=O)n1Cc1ccccc1,-2,-10,-10,-11,3,-3,1,0,-24,-1,-19
Cc1cc(C)c(S(=O)(=O)N2CCN(C(=O)c3cc4ccccc4oc3=O)CC2)c(C)c1,-13,1,-6,-20,-4,-7,34,0,-19,-1,5
CCOc1cccc(NC(=O)C2CC(=O)N(C)C(=Nc3ccccc3)S2)c1 (stereo unspecified),-13,-25,3,7,-1,11,8,-2,8,-5,26
CC(CC(=O)Nc1ccc(S(=O)(=O)Nc2ncccn2)cc1)c1ccccc1 (stereo unspecified),-6,4,-10,13,2,-10,-35,17,-21,-3,-11
CC(=O)C1(C)C(=O)N(c2ccc(C)cc2)C(=O)N1c1ccc(C)cc1 (stereo unspecified),-5,-5,-4,15,23,-21,-13,-2,-3,9,-4
O=C(Nc1cccc(S(=O)(=O)N2CCOCC2)c1)C1COc2ccccc2O1 (stereo unspecified),4,6,8,6,-13,-10,-8,-4,-47,4,-21
CCn1c(N2CCN(C(=S)NCC(C)C)CC2)nc2ccccc21,-8,21,-5,12,7,2,7,-13,-11,2,-26
O=C(Oc1ccccc1)N1CCCCC1,-4,-6,-4,-10,-3,3,-15,-14,-8,-14,-9
CCOc1cc(S(=O)(=O)Nc2ccccc2CC)ccc1Cl,-16,22,2,25,-6,8,6,34,-16,-1,-9
CC(C)c1ccc(OCc2nnc(SCC(=O)N3CCCCC3)o2)cc1,-3,-2,6,20,-4,-12,-10,-4,-29,8,-21
Cc1[nH]c(=O)[nH]c(=O)c1S(=O)(=O)NCCc1ccc(S(N)(=O)=O)cc1,-1,-16,0,12,-3,-12,13,6,4,-19,17
Cc1nn(C)c(C)c1/C=N/NC(=O)CCn1nc(C)c([N+](=O)[O-])c1C,-1,3,-9,-25,-2,15,16,-15,9,2,6
COc1cccc(/C=N/NC(=O)c2nnn(-c3nonc3N)c2C(C)C)c1,-13,8,-8,-25,4,-12,2,-7,6,1,7
O=C(CCN1C(=O)/C(=C\c2cccs2)SC1=S)Nc1ccccn1,1,8,14,7,7,11,8,15,-3,-4,9
CN(C)c1ccc(/C=C/C(=O)c2cc(Cl)ccc2O)cc1,-7,8,6,-10,33,-37,-13,-6,2,4,3
COc1cc(C=O)ccc1OCC(=O)N1CCCC1,5,-1,-23,15,-2,-6,-5,0,9,0,0
CCOC(=O)CSC1=C(C#N)C(c2ccccc2OCC)C(C#N)C(=O)N1 (stereo unspecified),-8,13,-7,-2,-4,-11,3,4,3,11,4
COc1ccc(/C=N/NC(=O)c2ccoc2C)cc1COc1c(C)cccc1C,2,-22,34,43,21,41,-68,74*,-65,14,-149
COc1ccc(F)cc1S(=O)(=O)NCC1CCCO1 (stereo unspecified),-2,-6,5,-5,1,-18,2,8,10,-20,-6
CCCCn1c(N)c(N(CC(C)C)C(=O)C2CSC3(C)CCC(=O)N23)c(=O)[nH]c1=O (stereo unspecified),1,14,5,-9,-5,-24,9,3,0,3,10
CCCNC(=O)C(Cc1ccc(F)cc1)NC(=O)c1ccc(C#N)cc1 (stereo unspecified),9,-15,10,-9,-9,4,13,10,14,0,0
CCCn1nnc(NC(=O)c2cccc(Cl)c2)n1,-4,-1,-25,-24,-1,-21,-13,5,-12,-8,-11
Cc1ccc(S(=O)(=O)/N=C2/NC(=O)/C(=C/c3cc([N+](=O)[O-])ccc3O)S2)cc1,-4,10,-4,-1,-1,13,-2,26,-6,4,-12
Cc1cc(N2CCC(C(=O)NC3CC3)CC2)nc(-c2ccccc2)n1,12,8,24,10,0,3,16,3,-2,-4,13
COc1ccc(CN2CCNC(=O)C2CC(=O)NC2CC(C)(C)CC(C)(C)C2)cc1OC (stereo unspecified),-1,6,-15,3,-5,1,-8,4,9,-14,-5
O=C1CCCC2=C1C(c1ccco1)Nc1ccc(C(=O)c3ccccc3)cc1N2 (stereo unspecified),7,8,5,24,-7,-10,5,29,-12,15,-5
COc1ccc(OCCn2cc(/C=N/NC(=O)c3ccncc3)c3ccccc32)cc1,0,-10,0,24,4,1,16,7,17,-3,0
O=C1NC(=O)C2C1C(c1ccccc1)N1C3C(=O)NC(=O)C3C(c3ccccc3)N21 (stereo unspecified),3,-2,3,-13,-7,31,13,-8,-8,-2,3
Cc1cc(Cl)c2oc(C(=O)N3CCC(O)(c4ccccc4)CC3)c(C)c2c1,-2,-14,28,2,-3,13,12,-27,-11,13,-37
COc1ccc(CCn2c3c(c(=O)[nH]c2=O)C(NC(=O)c2cccs2)(C(F)(F)F)C(=O)N3)cc1OC (stereo unspecified),-16,10,-5,-11,2,-2,0,-6,-2,2,-19
COCC1CCN(Cc2cn[nH]c2-c2ccc(OC)cc2F)C1 (stereo unspecified),11,-6,2,-9,3,10,8,-15,-6,-1,-3
CC(=O)N1CCN(C(=O)c2ccc(OC3CCN(CCc4ccccc4)CC3)cc2)CC1,1,0,11,9,-1,3,12,-13,-29,5,-3
CCC(=O)N(Cc1cc(=O)[nH]c2ccccc12)c1ccc(C)cc1,-1,12,5,2,0,4,1,-2,-8,-19,15
Cc1ccc(N(C)S(=O)(=O)c2cccc(C(=O)NC3=NCCS3)c2)cc1,-2,-4,-4,6,-3,3,12,16,7,-4,1
COc1cccc(-c2nc(CS(=O)(=O)CC(=O)NCCCN3CCOCC3)c(C)o2)c1,4,9,-22,-2,8,-28,-5,-16,0,5,2
CN1C[C@@H]2C(c3ccccc3)C3(c4cccnc4)CC2(C3)[C@H]1c1ccccc1 (stereo partly specified),12,-15,6,14,1,0,9,6,9,-2,8
C/C(=N\NC(=O)c1cccc(C)c1O)c1ccc(NC(=O)Cc2ccccc2)cc1,0,-30,-41,-43,-13,-38,-82,0,-78,1,-125
Cc1ccc(OCC(=O)NNC(=S)NC(=O)C(C)(C)C)c(Br)c1,-2,20,-5,46,4,-23,-15,-35,3,-9,0
CCN=C1Cn2c(nc3scc(-c4ccccc4)c3c2=O)CN1CC,2,-3,5,10,-23,1,-36,20,3,7,-4
COc1ccc(C2=NOC(CNC(=S)N3CCOCC3)C2)cc1 (stereo unspecified),10,13,0,-16,-17,-15,-26,-2,-75,-12,-42
CCOC(=O)N1CCN(Cc2oc(CO)cc(=O)c2O)CC1,-1,6,-2,-2,-2,11,6,-16,-14,-6,-16
N#Cc1nc(-c2ccc(OCc3ccc(Cl)cc3)cc2)oc1NCCCn1ccnc1,-2,10,-3,7,5,-16,-13,-37,-10,1,1
Cc1ccc([C@H]2C[C@@H](O)[C@H](n3cc(C4CC4)nn3)CN2CC2CCCCC2)cc1,4,8,-1,16,-11,-31,19,23,15,20,-3
CC1CCN(c2nc3ccc(C(=O)NCCCN4CCCCC4C)cc3s2)CC1 (stereo unspecified),-5,3,-43,-52,-58,-65,-67,-2,-87,13,-59
CC(NCCC(Cc1ccccc1)c1ccco1)c1ccccc1 (stereo unspecified),-1,-3,4,-1,-8,12,6,-16,2,5,9
COc1ccc(NC(=O)[C@@H](NC(=O)c2ccccc2)C(C)C)cc1S(=O)(=O)N1CCCCC1,-14,9,-17,-4,-10,-16,8,-28,-4,-2,-14
CCOCCCNC(=O)c1ccc2c(c1)N(Cc1ccccc1)C(=O)CS2=O (stereo unspecified),6,-5,-3,-16,-2,-17,2,-12,-1,-33,-20
CCc1ccc(OCC(O)Cn2c(N3CCCCC3)nc3c2c(=O)[nH]c(=O)n3C)cc1 (stereo unspecified),0,-16,20,-8,3,-13,13,-5,-19,8,5
Fc1cc(F)cc(-c2oncc2-c2nnnn2-c2ccccc2)c1,0,-13,27,-25,-1,-5,14,-1,6,-3,1
CCCn1nnnc1SCC(=O)c1ccc(NC(C)=O)cc1,-5,-4,-8,-17,-11,-9,21,-14,1,1,-2
# Other structures:
SMILES,KKLEB tox,CF NFkB inh,NR2F2 inh,Shn3 inh set2,EBV LMP1 NFkB,TROY signal inh,NCOA3 inh,TWEAK-Fn14 inh,NCOA1 inh,TRAIL sens C8,LRH-1 inv ag
O=C(CCc1nc(-c2ccccc2)no1)NCc1cccnc1,6,4,-9,17,-10,4,-15,24,-6,1,-2
Cc1ccc(C)c(S(=O)(=O)N2CC(=O)N(CCc3ccccc3)C(=O)C2)c1,-2,9,9,8,-1,14,16,-1,-8,-1,3
O=C(NCC(c1ccco1)N1CCCC1)c1ccc(-n2cccn2)cc1 (stereo unspecified),5,-26,7,5,5,-4,14,-20,6,2,3
COc1cc(OC)cc(-c2cc(NC(C)=O)n[nH]2)c1,19,-26,1,7,-14,-10,-3,-6,4,-6,-12
Cc1cccc(C)c1NC(=O)CS(=O)CC(=O)Nc1ccc(N2CCOCC2)cc1 (stereo unspecified),-8,7,-7,5,7,-15,6,-6,14,-5,1
Cn1cnnc1SCC(=O)Nc1ncc([N+](=O)[O-])s1,-10,18,-23,40,9,-14,-23,7,-29,5,-24
